# Screens: PubChem BioAssay, several laboratories
# TbMetRS inhib = Trypanosoma brucei MetRS inhibition | purified T. brucei MetRS, ATP depletion, Kinase-Glo luminescence | inhibition, % at 11.9 µM | 0.4% of 360,000 active | AID 624268;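 active = inhibition above a per-plate cutoff of the control wells' mean inhibition plus 3 SD, cut at about 5.5% in these data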;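 note: 0% = DMSO wells median and 100% = median of wells with control inhibitor compound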
#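 Dosing: 11.9 µM compound single dose, 0.9% DMSO; Assay system: purified T. brucei MetRS enzyme; Measured by: Kinase-Glo luciferase luminescence reporting remaining unconsumed ATP; Schedule: 15 min plus 2 h at 25 °C.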
# DNMT1 inh = inhibitors of human DNMT1; P26358; DNMT1 molecular beacon, Hinp1I cleavage, fluorescence; inhibition (reported as % activation of signal), % at 10 µM; 0.83% of 360,000 active; AID 588458; in the data active = inhibition above about 50%
# Target sequence (P26358 504-1616 limits assumed): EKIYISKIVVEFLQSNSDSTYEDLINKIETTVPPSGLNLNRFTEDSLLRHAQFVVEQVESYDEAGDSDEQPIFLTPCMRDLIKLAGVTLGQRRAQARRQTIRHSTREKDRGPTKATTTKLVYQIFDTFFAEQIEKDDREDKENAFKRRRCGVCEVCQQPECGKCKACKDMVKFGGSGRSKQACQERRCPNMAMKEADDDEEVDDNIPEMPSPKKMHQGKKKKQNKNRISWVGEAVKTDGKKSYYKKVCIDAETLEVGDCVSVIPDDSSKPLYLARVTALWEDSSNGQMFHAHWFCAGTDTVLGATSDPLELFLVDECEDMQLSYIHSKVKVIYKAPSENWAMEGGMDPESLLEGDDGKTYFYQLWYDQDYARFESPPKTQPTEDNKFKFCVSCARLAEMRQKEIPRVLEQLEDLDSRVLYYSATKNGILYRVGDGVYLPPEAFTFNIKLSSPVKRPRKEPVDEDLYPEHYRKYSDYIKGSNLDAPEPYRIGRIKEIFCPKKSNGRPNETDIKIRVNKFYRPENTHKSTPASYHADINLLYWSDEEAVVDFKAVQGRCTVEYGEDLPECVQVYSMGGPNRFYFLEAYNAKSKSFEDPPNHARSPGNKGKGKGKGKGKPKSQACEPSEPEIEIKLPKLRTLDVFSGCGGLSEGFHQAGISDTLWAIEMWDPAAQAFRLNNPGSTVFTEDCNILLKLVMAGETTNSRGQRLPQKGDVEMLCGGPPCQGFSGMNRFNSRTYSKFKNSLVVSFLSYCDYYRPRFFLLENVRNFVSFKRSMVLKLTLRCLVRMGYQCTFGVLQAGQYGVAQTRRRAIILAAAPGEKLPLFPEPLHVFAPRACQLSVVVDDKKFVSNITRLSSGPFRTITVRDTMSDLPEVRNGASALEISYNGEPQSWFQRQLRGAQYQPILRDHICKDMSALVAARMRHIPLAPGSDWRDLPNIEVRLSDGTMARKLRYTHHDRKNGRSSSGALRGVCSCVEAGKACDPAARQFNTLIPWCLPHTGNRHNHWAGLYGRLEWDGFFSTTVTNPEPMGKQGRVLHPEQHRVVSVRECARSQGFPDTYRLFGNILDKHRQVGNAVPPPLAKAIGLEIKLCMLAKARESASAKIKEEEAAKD
# STEP inh = STEP (human) phosphatase inhibition | P54829 | recombinant STEP, OMFP fluorogenic substrate, fluorescence | inhibition, % at 20 µM | 0.25% of 360,000 active;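 active = inhibition at 20 µM, scaled per plate between control wells, above about 37%, limit read from the data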;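 note: 0% = DMSO with enzyme and substrate and 100% = substrate only without enzyme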
#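 System: STEP (striatal-enriched tyrosine phosphatase) enzyme, cell-free; medium: Bis-Tris pH 6.0 buffer with DTT, detergent; dosing: 20 µM, 1% DMSO; times: reaction 20 min, ambient temperature; detection: fluorescence, 480/540 nm; read-out basis: normalized % inhibition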
# Neddylation inh = cullin neddylation inhibition; calls only at 25 µM; P61081+Q13564; TR-FRET cullin neddylation, biochemical; 0.58% of 360,000 active; in the data active = inhibition above about 36%
# SUMO1-SIM PPI = alters human SUMO1 binding to SIM partners; P63165; SUMO1 binding to a labelled peptide, TR-FRET, 1 h; inhibition, % at 20 µM; 0.33% of 360,000 active; AID 602429; in the data active = inhibition above about 37%
# NadD inh = NadD (S. aureus) enzyme inhibition | 0.78% of 360,000 active | purified NadD enzyme, colorimetric absorbance read-out | inhibition, % at 20 µM; in the data active = inhibition above about 26%; note: some compounds past the cut are filed as inactive
# SKN-1 inh = inhibitors of C. elegans SKN-1; C. elegans VP596 Pgst-4::GFP/RFP ratio, acrylamide-induced, 24 h; inhibition, % at 21.8 µM; 0.49% of 360,000 active; AID 624304;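 active = interference check ratio from 0.5 to 1.5 plus GFP to RFP signal ratio inhibition reaching or exceeding a fixed threshold, cut at about 30% in these data, passing the limit was not always enough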; note: some compounds called inactive have numbers as strong as hits
# LMPTP block = LMPTP (human) inhibition. P24666. inhibition, % at 20 µM. recombinant LMPTP-A, OMFP fluorogenic substrate, fluorescence intensity. 0.22% of 360,000 active. AID 651560;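 active = compounds that cut the enzyme signal by at least half of the control window in the single-dose screen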;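 note: plate controls were DMSO wells with enzyme plus substrate for no effect and substrate without enzyme for full effect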
#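 Buffer or medium: Bis-Tris pH 6.0, DTT, detergent; Assay system: LMPTP-A enzyme; Quantity: 0.625 nM enzyme; Detection: endpoint fluorescence intensity; Times: 50 min dark incubation at room temperature; Controls: substrate-only low control, DMSO enzyme-plus-substrate high control; Doses: single 20 µM dose; Read-out: percent inhibition versus substrate-only and uninhibited controls; Reagent: 400 µM OMFP.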
# CendR NRP1 mod = modulators of CendR peptide binding to human neuropilin-1; inhibition, % at 25 µM; 0.85% of 360,000 active; FAM-RPARPAR peptide binding to NRP-1, fluorescence polarization; AID 602438;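 active = inhibition or corrected inhibition above about 18%, plus a signal ratio from 0.5 to 1.5, limit read from the data, passing the limit was not always enough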; note: strong numbers were not always called active
# Scp-1 inhibitor = inhibitors of human Scp-1 phosphatase; AID 493091; Recombinant Scp1, phosphopeptide, malachite green phosphate absorbance; Q9GZU7; 0.88% of 340,000 active; inhibition, % at 20 µM;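 active = inhibition above about 50% at 20 µM, limit read from the data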;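 note: plate controls were DMSO wells with enzyme for no effect and wells lacking enzyme for full effect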
#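 Assay system: SCP-1 catalytic fragment, aa 76-261 | Buffer or medium: Tris acetate buffer pH 5.5 with MgCl2 and Tween-20 | Compound: One concentration, 20 µM, with 1.0% DMSO | Also added: Phospho 17-mer peptide substrate | Signal: Absorbance at 630 nm | Incubation: 45 min enzyme reaction at room temperature | Measure: % inhibition of SCP-1 phosphate liberation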
# Numbers without * were called inactive; i = inactive; . = not tested or not shown.
# Start of the data: the first 6 records (preview)
SMILES,TbMetRS inhib,DNMT1 inh,STEP inh,Neddylation inh,SUMO1-SIM PPI,NadD inh,SKN-1 inh,LMPTP block,CendR NRP1 mod,Scp-1 inhibitor
O=C(CSc1nnc(-c2ccncc2)o1)Nc1ccccc1C(F)(F)F,-0.3,0,-2,i,-2,1,11,-1.1,-1,-5
COc1cc2ccccc2cc1C(=O)NC(=S)Nc1cc(C(=O)O)ccc1C,0.0,-2,10,i,9,7,0,1.2,-24,13
Cc1cc(Cl)c(S(=O)(=O)N2CC(C)OC(C)C2)cc1OCC(N)=O (stereo not drawn),-0.1,-3,1,i,0,-2,-15,-0.2,17,1
Cc1[nH]nc(-c2ccc(OCc3cnn(-c4ccccc4)c3)cc2O)c1Oc1ccc(Cl)cc1,-0.8,-17,0,.,-1,13,-23,5.8,-6,-7
COCCN1C(=O)c2ccccc2C(C(=O)NCCCN2CCCC2=O)C1c1c[nH]c2ccccc12 (stereo not drawn),-1.6,-3,1,i,1,-2,-17,-1.0,3,1
O=C(O)CCCC(=O)Nc1ccccc1C(=O)N1CCCC1,0.2,1,6,i,-3,2,-9,-1.1,6,-1

# Results, from the first entry:
SMILES,TbMetRS inhib,DNMT1 inh,STEP inh,Neddylation inh,SUMO1-SIM PPI,NadD inh,SKN-1 inh,LMPTP block,CendR NRP1 mod,Scp-1 inhibitor
O=C(CSc1nnc(-c2ccncc2)o1)Nc1ccccc1C(F)(F)F,-0.3,0,-2,i,-2,1,11,-1.1,-1,-5
COc1cc2ccccc2cc1C(=O)NC(=S)Nc1cc(C(=O)O)ccc1C,0.0,-2,10,i,9,7,0,1.2,-24,13
Cc1cc(Cl)c(S(=O)(=O)N2CC(C)OC(C)C2)cc1OCC(N)=O (stereo not drawn),-0.1,-3,1,i,0,-2,-15,-0.2,17,1
Cc1[nH]nc(-c2ccc(OCc3cnn(-c4ccccc4)c3)cc2O)c1Oc1ccc(Cl)cc1,-0.8,-17,0,.,-1,13,-23,5.8,-6,-7
COCCN1C(=O)c2ccccc2C(C(=O)NCCCN2CCCC2=O)C1c1c[nH]c2ccccc12 (stereo not drawn),-1.6,-3,1,i,1,-2,-17,-1.0,3,1
O=C(O)CCCC(=O)Nc1ccccc1C(=O)N1CCCC1,0.2,1,6,i,-3,2,-9,-1.1,6,-1
Cn1nnnc1SCCNCc1ccncc1,-0.1,-3,1,i,-3,-9,-7,-4.8,-8,-4
COc1ccc(CCn2c(C3CCCCC3)nc3c(c(=O)c4ccccc4n3C)c2=O)cc1,-0.7,7,98*,i,34,14,13,104*,-7,1
Cc1cc(O)ccc1N1C(=O)c2cccc3cc([N+](=O)[O-])cc(c23)C1=O,0.6,9,12,i,-17,0,2,3.3,8,9
CCN(CC(=O)N1CCCC1)S(=O)(=O)c1cc(C)ccc1OC,-1.1,0,-4,i,2,-5,-2,-0.9,-6,-7
COc1ccc(C(=O)NCc2ccco2)cc1S(=O)(=O)N1CCOCC1,-0.2,3,1,i,6,-3,5,-2.3,5,-5
Clc1ccc(-n2nnc(-c3ncc[nH]3)n2)cc1Cl,-0.1,3,4,i,4,-1,-1,-1.9,0,-4
CC(C)(C)NC(=O)NC(=O)CSc1nncs1,-1.2,1,-5,i,-5,-3,8,1.0,6,-19
CCCn1c(Nc2nc3ccccc3n2C)nc2ccccc21,-0.7,-2,0,i,-5,13,29,17,18,-2
COC(=O)CCCC1=CC2=CC(=O)C(C)(OC(=O)c3cccs3)C(=O)C2=CN1C1CCCCC1 (stereo not drawn),-0.5,-10,4,i,-12,3,-3,-0.2,14,12
COc1ccc(-c2csc(-n3ncc(-c4cccs4)c3N)n2)cc1,-1.1,26,2,i,2,-1,-22,0.6,-10,-2
O=C(CN1CCOCC1)Nc1ccc(NC(=O)c2ccccc2F)cc1,0.2,-1,2,i,-1,4,8,-5.1,8,-5
CC(=O)c1sc(NC(=O)C2CCCN2S(=O)(=O)c2ccccc2F)nc1C (stereo not drawn),-0.3,1,-2,i,-20,1,-13,-0.5,-8,-5
O=C(CSCc1ccccc1Br)NNC(=S)NCc1ccco1,-0.2,-2,-1,i,-3,6,16,-0.4,21*,-14
Cc1ccsc1/C=N/NC(=O)CSCc1ccc(Cl)cc1,0.2,-3,1,i,-5,4,2,2.0,18,-5
CC(=O)c1cccc(OCc2cc(C(=O)N3C[C@@H](C)O[C@@H](C)C3)no2)c1,0.1,0,-1,i,2,-5,20,-0.4,0,-4
COc1ccc(-c2oc3ncnc(NCCN4CCOCC4)c3c2-c2ccc(OC)cc2)cc1,0.0,-15,4,.,-5,-8,8,3.7,-2,-3
O=C(CCc1ccccc1)Nc1nnc(-c2ccc3c(c2)OCCO3)o1,0.1,-1,1,i,9,9,-13,-1.1,-8,-3
COc1cccc(CC(NC(C)=O)C(=O)NC2CCN(C(=O)Nc3ccc(C)cc3)CC2)c1 (stereo not drawn),-0.8,1,0,i,7,-6,-13,0.9,5,-8
Cc1ccc(C)c(C(O)c2ncc(-c3ccc4ccccc4c3)[nH]2)c1 (stereo not drawn),2.0,4,8,i,-3,6,11,1.5,5,.
COC(=O)[C@]1(C)N[C@H](CN(C)C(=O)c2ccc(C)cc2)[C@@H]2C(=O)N(C)C(=O)[C@@H]21,0.6,6,0,i,7,1,-7,-1.6,3,18
CCCCCC(=O)N1CCCC1,-0.4,6,-1,i,-5,-7,17,-2.1,7,33
O=S1(=O)CC(N2CCN(CCO)CC2)CN1Cc1cn(Cc2ccccc2C(F)(F)F)nn1 (stereo not drawn),-0.4,5,0,i,-1,-4,-1,-3.0,-9,.
CCN(c1ccccc1)S(=O)(=O)c1ccc(C(=O)NCC(c2cccs2)N(C)C)cc1 (stereo not drawn),-0.5,-1,3,i,2,-8,1,-3.1,5,-3
O=c1cc(C=NNc2ccccc2)[nH]c(=O)[nH]1,0.0,0,-4,i,-24,0,29,-1.6,-48,-8
O=C(COC(=O)Cc1ccccc1F)Nc1ccccc1[N+](=O)[O-],0.0,1,6,i,-26,-4,3,-0.6,2,-3
CN1CCN(c2ccc(S(=O)(=O)N3CCCCC3)cc2NC(=O)c2cccc([N+](=O)[O-])c2)CC1,0.5,-1,0,i,-18,-8,8,0.8,10,5
Cc1cccc(OCCCC(=O)NNC(=O)c2ccncc2)c1,-0.4,1,-2,i,1,-2,14,-0.3,0,-3
Cc1ccc(S(=O)(=O)N2CC(C)N(C(=O)N3CCOCC3)C2)cc1 (stereo not drawn),0.3,2,-2,i,0,-1,4,-1.5,-3,-5
NC(=O)c1nc[nH]c1C(=O)Nc1cccc(NC(=O)c2cccc(C(F)(F)F)c2)c1,-0.2,10,1,i,3,13,9,-0.8,0,-5
O=C(COc1coc(CN2CCc3ccccc32)cc1=O)NCCc1ccccc1,-0.1,1,4,i,6,-3,14,0.6,-5,7
Cc1cccc(C)c1OCC(=O)Nn1c(=O)[nH]c2ccccc2c1=O,-0.1,-2,-2,i,3,-3,-13,-0.4,-6,-2
O=C(NC1CCCCC1)C12CC3CC(CC(Cl)(C3)C1)C2,0.4,-1,1,i,2,0,2,1.3,-4,-7
O=C(OCC(=O)N1CCC(Cc2ccccc2)CC1)c1ccccc1,-0.9,1,1,i,4,-7,-4,-1.5,0,-17
CCc1ccc2c(c1)cc(CN(C(=S)Nc1ccccc1)C1CC1)c1nnnn12,-0.1,2,5,i,-2,1,17,-1.7,-7,-11
O=C(NC(=S)Nc1ccc(Br)cn1)c1cccs1,0.9,-4,-3,i,4,-2,3,1.9,-5,1
Cc1ccc(S(=O)(=O)CC2CSc3nc(N)cc(=O)n32)cc1 (stereo not drawn),1.1,-2,1,i,-1,0,3,0.2,-2,-11
Cc1noc(C)c1C(=O)NCCc1ccccc1,-0.7,2,-4,i,-1,-5,-11,-1.6,-3,0
Clc1cccc(/C=N/N2CCN(Cc3ccccc3)CC2)c1,-2.5,10,0,i,3,4,44*,1.6,-12,9
COc1ccc(-n2ncc3c(SCC(=O)OC(C)C)ncnc32)cc1,0.0,0,0,i,0,-6,1,1.1,-4,.
COC(=O)Cc1ccc(NC(=S)NNC(=O)c2ccccc2Br)cc1,-0.2,7,1,i,0,0,6,-1.3,2,-6
Cc1cc(NC(=O)CSc2nc3c(cnn3-c3cccc(Cl)c3)c(=O)[nH]2)no1,-0.1,0,0,i,4,2,2,-2.9,6,-8
O=C(Nc1c[nH]c(=O)[nH]c1=O)c1ccccc1Br,-0.5,-2,-1,i,4,-1,2,0.1,-3,-5
CCOC(=O)Cn1cnc2c(cnn2-c2ccc(OC)cc2)c1=O,0.2,1,-2,i,8,-5,13,-1.3,17,-5
COc1nccnc1NS(=O)(=O)c1ccc(NC(=S)NC(=O)c2ccc(F)cc2)cc1,0.1,10,-1,i,20,-1,3,0.5,-13,-11
CNC1=CC(=O)CC(c2ccccc2)C1 (stereo not drawn),-1.2,7,1,i,6,-5,-5,0.0,5,4
CC1CCC(=C(C#N)C(=O)Nc2cccc(Cl)c2)CC1 (stereo not drawn),-0.6,3,-2,i,0,6,11,0.1,-11,-11
Cc1ccc(-c2nc(NC(=O)c3ccc(S(=O)(=O)N(CCC#N)CCC#N)cc3)sc2-c2ccccc2)cc1,-0.9,-1,0,i,2,2,12,-0.5,-7,-21
C=CCNS(=O)(=O)CC12CCC(CC1=O)C2(C)C (stereo not drawn),0.4,2,1,i,0,-1,1,-0.6,-1,-4
Cc1ccc(-c2nnn(CC(=O)N(c3cccc(F)c3)C(C(=O)NC(C)(C)C)c3ccco3)n2)o1 (stereo not drawn),-0.9,2,1,i,-4,-1,-1,3.4,44*,1
Cc1cccc(NC(=O)CSCC(=O)Nc2cc(S(=O)(=O)N3CCOCC3)ccc2OC(C)C)c1,-0.4,-5,3,i,-1,-4,4,-0.8,-4,-7
CCCn1c(C2CCCN2c2nc(-c3cccc(Br)c3)cs2)nc2cc(Cl)c(Cl)cc21 (stereo not drawn),-0.3,5,2,i,4,36*,-7,5.4,7,8
CN1CCN(c2ccc(Cl)cc2NC(=O)C2COc3ccccc3O2)CC1 (stereo not drawn),0.1,11,-2,i,-2,-5,1,0.6,19,22
C[C@H]1NC(=O)[C@]2(C)[C@@H](c3ccccc3)[C@H]3COc4ccccc4[C@@H]3N2C1=O,-0.4,4,2,i,1,6,7,-2.6,-4,4
COc1ccccc1N1CCN(S(=O)(=O)CCNC(=O)c2cc(OC)c(OC)c(OC)c2)CC1,-0.6,0,-4,i,4,-6,4,-0.2,4,3
O=C(C[C@H]1C(=O)N(c2ccc(F)c(F)c2)C[C@@H]1Cc1ccccc1)Nc1ccccc1,0.0,-6,3,i,3,-14,2,3.6,10,-14
